JMJD2A Tudor inh = JMJD2A Tudor domain (human) inhibition. AID 504339. AlphaScreen JMJD2A-Tudor / H3K4me3 peptide binding. 390,000 tested, 4.4% active. O75164. Potency, µM (titrated, usually from 114 µM), inactives show top-dose activity change, negative = inhibition, usual class: inhibitors; note: % is set by controls: 0 for no effect and ±100 for the full control effect; nearly all actives have a fitted effect of over 50% in size
PGK inhibitor = blocks T. brucei phosphoglycerate kinase | P07378 | Potency, µM (titrated, usually from 57.5 µM), for inactives: at the top dose activity change, negative = inhibition, actives largely listed as inhibitors | PGK/GAPDH coupled, Kinase-Glo luminescence, 60 min | 380,000 tested, 0.043% active; note: % is set by controls: 0 for no effect and ±100 for the full control effect; nearly all actives have a fitted effect of over 60% in size
Target sequence (P07378 whole entry, looked up): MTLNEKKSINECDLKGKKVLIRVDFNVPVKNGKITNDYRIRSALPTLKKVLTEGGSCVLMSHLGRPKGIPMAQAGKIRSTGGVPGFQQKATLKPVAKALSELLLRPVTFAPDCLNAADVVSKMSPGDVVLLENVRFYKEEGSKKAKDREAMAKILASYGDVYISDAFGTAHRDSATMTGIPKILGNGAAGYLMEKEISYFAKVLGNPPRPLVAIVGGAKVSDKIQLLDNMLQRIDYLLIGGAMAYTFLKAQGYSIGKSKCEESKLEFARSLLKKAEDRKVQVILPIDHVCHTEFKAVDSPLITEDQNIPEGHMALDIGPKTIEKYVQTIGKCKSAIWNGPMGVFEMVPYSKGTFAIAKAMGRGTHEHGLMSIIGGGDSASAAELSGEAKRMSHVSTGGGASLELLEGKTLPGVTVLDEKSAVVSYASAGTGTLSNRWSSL
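Recombinant glycosomal PGK reaction used 1,3-bisphosphoglycerate generated in-well by GAPDH (100nM final) in 100mM TEA pH 7.6, 5mM MgCl2, 0.01% Tween-20. After 60 minutes at room temperature, ATP was read by Kinase-Glo Plus luminescence end-point.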
HP1b binding inh = HP1-beta chromodomain-methylated histone interaction inhibition; AlphaScreen HP1-beta / biotin-H3K9me3 peptide binding; 390,000 tested, 0.56% active; Potency, µM (series often up to 114 µM), for the others: at the top dose activity change, negative = inhibition, usual class: inhibitors; P83916; AID 540317; note: nearly all actives have a fitted effect of over 70% in size; inactives centre near 23
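AlphaScreen: HP1-beta (50 nM) preformed 30 min with biotin-H3(1-18)K9me3 peptide (50 nM) in PBS pH 7.4, 0.01% Tween-20. Compound added for 30 min at RT, then streptavidin donor/nickel chelate acceptor beads (10 ug/mL) for 30 min.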
Pin1 inh = blocks the human prolyl isomerase Pin1 | Q13526 | Pin1 FP peptide displacement, HiFluor488, 10 min | Potency, µM (doses to about 115 µM), for the others: top-dose activity, negative = inhibition, hits mostly inhibitors | 390,000 tested, 0.009% active | AID 504891; active = well fitted inhibition curve with a large enough effect in the polarisation, with a control signal flat, not every such curve was filed as active; inconclusive = small, poorly fitted or top-dose-only effect, or effect the other way, or a change in a side signal; inactive = no such curve, though single readings can be large or run the other way; the % refers to the polarisation; note: % is set by controls: 0 for no effect and ±100 for the full control effect
ALOX12 inh = blocks human arachidonate 12S-lipoxygenase. P18054. purified 12hLO, xylenol orange hydroperoxide absorbance. Potency, µM (series often up to 108 µM), inactives show top-dose activity change, negative = inhibition, usual class: inhibitors. 580,000 tested, 1.1% active. AID 1671190; note: % is set by controls: 0 for no effect and ±100 for the full control effect
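Purified human 12hLO at 150 nM in 25 mM Hepes, 0.01% Triton X-100, pH 7.0, preincubated 15 min at room temperature with compound. Reaction started with 40 uM arachidonic acid, 30 min at room temperature. Hydroperoxide measured by Fe-xylenol orange, 573/405 nm absorbance ratio.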
RGS4 inhibitor = inhibitors of human regulator of G protein signaling 4; P49798; AID 504845; Potency, µM (series often up to 114 µM), for the others: at the highest dose activity change, negative = inhibition, usual class: inhibitors; Transcreener GDP fluorescence polarization, RGS4-accelerated GTP hydrolysis; 390,000 tested, 0.039% active; note: % is set by controls: 0 for no effect and ±100 for the full control effect; nearly all actives have a fitted effect of over 75% in size; some results filed as inactive show a strong effect at the top dose
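MLSMR compounds (23 nl, pin-transferred) preincubated 10 min at room temperature with a 500nM (2x) first reagent, then RGS4 at 900nM (2x) plus Transcreener GDP mix added; fluorescence polarization (620/688 nm) read before and after 90 min at 30 °C.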
ERG-DNA inh = blocks human ERG Ets domain binding to DNA. P11308. fluorescence polarization, His-ERG Ets domain / labelled DNA. Potency, µM (series often up to 76.9 µM), for inactives: top-dose FP activity, negative = inhibition, hits mostly inhibitors. 370,000 tested, 0.028% active; active = well fitted inhibition curve with a large enough effect in the polarisation, with a control signal flat; inconclusive = small, poorly fitted or top-dose-only effect, or effect the other way, or a change in a side signal; inactive = no such curve, though single readings can be large or run the other way; the % refers to the polarisation;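 note: polarization taken with two DNA probes labelled with fluorescein and Texas red; % of control where 0% means no effect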
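His-tagged ERG Ets domain (1 uM in the protein solution; 300mM KCl, 50mM Tris-HCl, 1mM EDTA, 1mM DTT, pH 7.5) received compound, then a probe mix of 5 nM fluorescein-DNA and 100nM Texas-615-DNA. Fluorescence polarization was read for both dyes.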
rTrxR1 inhibitor = rat TrxR1 inhibition | Potency, µM (doses to about 114 µM), for inactives: at the highest dose activity change, negative = inhibition, usual class: inhibitors | recombinant rTrxR1, NADPH fluorescence consumption, selenite substrate | 390,000 tested, 1% active | AID 588453; note: % is set by controls: 0 for no effect and ±100 for the full control effect; nearly all actives have a fitted effect of over 65% in size
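Rat TrxR1 (90 nM in the dispensed reagent) was pre-reduced with 400 uM NADPH for 5 min at room temperature, then incubated with compound for 15 min. After 400 uM selenite was added, NADPH fluorescence (Ex 340/Em 450 nm) was followed for 8 min.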
GLS inhibitor = inhibitors of human glutaminase (GLS) | GLS enzymatic activity, qHTS titration | O94925 | Potency, µM (titrated, usually from 45.5 µM), inactives show top-dose activity change, negative = inhibition, usual class: inhibitors | 410,000 tested, 0.21% active; note: % is set by controls: 0 for no effect and ±100 for the full control effect
Target sequence (O94925 whole entry, looked up): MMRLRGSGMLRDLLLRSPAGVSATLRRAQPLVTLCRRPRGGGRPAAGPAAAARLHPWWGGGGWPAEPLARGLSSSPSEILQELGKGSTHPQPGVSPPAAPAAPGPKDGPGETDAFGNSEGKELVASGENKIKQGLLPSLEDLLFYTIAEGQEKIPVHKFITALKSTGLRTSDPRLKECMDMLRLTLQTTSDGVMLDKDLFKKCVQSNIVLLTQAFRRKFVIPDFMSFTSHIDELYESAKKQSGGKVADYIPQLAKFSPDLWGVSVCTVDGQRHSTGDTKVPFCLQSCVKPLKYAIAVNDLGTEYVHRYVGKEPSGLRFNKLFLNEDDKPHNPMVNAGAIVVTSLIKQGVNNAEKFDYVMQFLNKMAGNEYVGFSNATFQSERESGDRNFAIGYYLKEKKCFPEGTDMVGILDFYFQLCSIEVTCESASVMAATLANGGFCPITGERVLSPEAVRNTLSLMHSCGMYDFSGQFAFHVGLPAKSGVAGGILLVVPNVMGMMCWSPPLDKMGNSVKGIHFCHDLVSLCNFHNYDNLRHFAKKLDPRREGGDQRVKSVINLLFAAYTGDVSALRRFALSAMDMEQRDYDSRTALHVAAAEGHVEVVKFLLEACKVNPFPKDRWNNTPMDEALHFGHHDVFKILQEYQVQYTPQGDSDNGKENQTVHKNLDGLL
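hKGA in 45 mM KH2PO4 (pH 8.2), 0.02% Tween-20 with compound, then 1mM L-Glutamine (stock as added) plus glutamate oxidase/HRP/Amplex red coupling mix. Fluorescence read initially and after 30 min at RT; signal change reflects glutamate formation.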
* = called active by the depositor; i = inactive; ? = inconclusive; · = not tested or not shown; & = joins results of further samples; [ ] = dose if it differs, or a comment. Unless noted, calls come from the whole dose curve; as a rule, active = well fitted curve in the direction sought with a large enough effect; inconclusive = small, poorly fitted or top-dose-only effect, or another doubt; inactive = no such curve, though single readings can be large; an effect the other way counts as inactive or inconclusive. Potency is the fitted concentration of half-maximal effect. A portion of the library; the hit share may differ from the screen's.

JMJD2A Tudor inh	PGK inhibitor	HP1b binding inh	Pin1 inh	ALOX12 inh	RGS4 inhibitor	ERG-DNA inh	rTrxR1 inhibitor	GLS inhibitor	SMILES
-10%	-7%	20%	-8%	-12%	-21%	26%	17%[11.4 µM]	-10%	O=C(Nc1cccc(C(F)(F)F)c1)c1csc(-c2ccncc2)n1
?	i	3%	-7%	?	0%	3%	-53%	29%	O=C(Nc1nncs1)c1cc(-c2ccco2)nc2ccccc12
-7%	3%	22%	-3%	-2%	16%	12%	16%[57.1 µM]	-1%	Cn1nc(C(=O)N2CCN(S(=O)(=O)/C=C/c3ccccc3)CC2)c2ccccc2c1=O
-22%	0%	35%	1%	0%	-50%	-1%	-8%	3%	Cc1ccc(N2C(=O)CC(NCc3ccc4c(c3)OCO4)C2=O)cc1Cl (stereo not given)
-2%	-1%	24%	6%	-13%	-17%	-12%	29%	4%	COc1ccc(Oc2ccc(S(=O)(=O)N3CCCCC3)cc2S(=O)(=O)N2CCCCC2)cc1
-6%	-11%	44%[activator]	2%	0%	5%	-5%	7%	10%	COc1ccccc1C(=O)Nc1nsc(-c2ccccc2)n1
22µM*	-2%	-21%	-4%	13%&-6%	-89%[56.9 µM]	-11%	-25%	-16%	COc1ccccc1OCCNc1nc2c(c(=O)n(C)c(=O)n2C)n1C
-14%	-6%	21%	-14%	2%	-13%	-6%	14%[57.1 µM]	3%	Cc1cccc(N(CC(=O)NCCC2=CCCCC2)S(C)(=O)=O)c1C
3%	-5%	42%[activator]	5%	-16%	-5%	3%	8%	-1%	COCCSc1ccccc1C(=O)Nc1ccc2c(c1)OCO2
9%	-4%	44%[activator]	7%	-3%	-3%	9%	30%	-2%	O=C(COC(=O)CN1C(=O)c2ccccc2C1=O)Nc1cccc(F)c1
-13%	-1%	15%	-5%	-18%	2%	-5%	-6%	4%	O=C(c1ccccc1)c1nc2c(n1O)CCCCC2
-3%	-5%	47%[activator]	8%	-3%	10%	-2%	-6%	0%	CCn1c(CC(=O)Nc2ccccc2OC)nnc1SCC(=O)Nc1ccccc1F

JMJD2A Tudor inh	PGK inhibitor	HP1b binding inh	Pin1 inh	ALOX12 inh	RGS4 inhibitor	ERG-DNA inh	rTrxR1 inhibitor	GLS inhibitor	SMILES
-21%	12%	50%[activator]	3%	-47%	-28%	-3%	?	-11%	CCOc1ccc(C2c3c(oc4ccccc4c3=O)C(=O)N2CCCN2CCOCC2)cc1OCC (stereo not given)
-2%	-2%	17%	-3%	6%	-8%	-15%	-7%	3%	Cc1onc(-c2c(F)cccc2Cl)c1C(=O)Nc1cccc(S(=O)(=O)NC2=NCCC2)c1
-33%	8%	21%	24%	-22%	4%	9%	-6%	-4%	CCOc1cc(-c2ccc(OC(=O)c3ccccc3F)cc2)cc(=O)c2c(C)oc(C)c12
?	-5%	35µM*	0%	?	23%	-11%	4%	-6%	O=C1/C(=C/c2cccs2)SC(=S)N1N1CCOCC1
-14%	4%	34%	-1%	16%	-1%	2%	-8%	-2%	CN(C)S(=O)(=O)c1ccc(C(=O)OCCCN=C2NS(=O)(=O)c3ccccc32)cc1
-29%	-9%	-3%	25%	?	-40%	-5%	26%	-11%	Cc1ccc(NC(=O)CSc2nncn3c2cc2sccc23)cc1F
-19%	2%	22%	0%	?	-32%	13%	-28%	3%	N#Cc1c(Nc2ccc(F)cc2)sc(C(=O)c2ccccc2)c1N
?	-2%	-23%	23%	?	-40%	-5%	33%	-2%	COc1cc(NC(=O)CCc2c(C)nc3c4c(C)cc(C)nc4nn3c2C)cc(OC)c1
-2%	-4%	38%	-3%	194%[activator]	-20%	-4%	7%	13%	Cn1c(SCC(=O)NNC(=O)c2ccc(Cl)cc2)nnc1-c1cccnc1
-15%	8%	14%	-6%	-8%	-14%	-3%	8%	1%	CCC(=O)c1ccc(OCC(O)CNC(C)c2ccccc2)cc1 (stereo not given)
?	-11%	-7%	-9%	0%	?	13%	15%[57.1 µM]	9%	CCCC(=O)Nc1nnc(-c2ccc3c(c2)OCCO3)o1
-2%	-1%	35%	-4%	7%	-7%	-12%	6%[57.1 µM]	-12%	CC(NC(=O)CN(c1ccc(Cl)cc1)S(C)(=O)=O)c1ccccc1 (stereo not given)

JMJD2A Tudor inh: hit marks shown above.
JMJD2A Tudor inh	PGK inhibitor	HP1b binding inh	Pin1 inh	ALOX12 inh	RGS4 inhibitor	ERG-DNA inh	rTrxR1 inhibitor	GLS inhibitor	SMILES
22µM*	-2%	-21%	-4%	13%&-6%	-89%[56.9 µM]	-11%	-25%	-16%	COc1ccccc1OCCNc1nc2c(c(=O)n(C)c(=O)n2C)n1C

(listing goes on)
JMJD2A Tudor inh	PGK inhibitor	HP1b binding inh	Pin1 inh	ALOX12 inh	RGS4 inhibitor	ERG-DNA inh	rTrxR1 inhibitor	GLS inhibitor	SMILES
-7%	8%	27%	-2%	-3%	-1%	-5%	-20%	13%	CCc1ccc(N2CC(C(=O)N3CCN(c4ccccn4)CC3)CC2=O)cc1 (stereo not given)
-30%	i	?	-1%	?	-6%	4%	-16%	20%	COc1ccc(NC(=S)NC2CCCCCC2)c(OC)c1
3%	-3%	72%[activator]	-15%	0%	-10%	11%	7%	-4%	Cc1nn(CC(=O)N2CCCC2)c(=O)c2nn(-c3ccccc3)c(C)c12
-6%	-2%	47%[activator][57 µM]	-2%	-11%	-16%	0%	11%[57.1 µM]	2%	COc1cccc(-c2nc(SCC(=O)N3CCc4ccccc43)c3c(=O)n(C)c(=O)n(C)c3n2)c1
-14%	-8%	18%	-4%	1%	10%	-3%	12%[57.1 µM]	-5%	CCOC(=O)c1ccc(NC(=S)N2CCC(C(N)=O)(N3CCCCC3)CC2)cc1
?	i	-8%	10%	2%	-15%	-3%	16%[57.1 µM]	19%	COC(=O)C1=C(C(=O)OC)[C@@H]2N(C)c3ccc(OC)cc3[C@@]23C[C@@H](C(=O)OC)N(S(=O)(=O)c2ccc(OC)cc2)C3=N1
-25%	6%	20%	3%	-21%	25%	7%	-2%	1%	COc1ccc(NC(=O)c2cn3c4c(ccc(Cl)c4c2=O)OC(C)C3)cc1OC (stereo not given)
-31%	-2%	1%	-3%	2%	-18%	-5%	-10%	4%	Fc1ccccc1OCCCCCN1CCCC1
-17%	i	24%	-21%	?	8%	0%	24%[57.1 µM]	8%	CSc1cccc(Nc2cc(C(=O)NCCCN(Cc3ccccc3)C(C)C)c3ccccc3n2)c1
-23%	i	-15%	?	·	12%	52%[activator]	4%[57.1 µM]	-2%	CCCN1C(=O)/C(=C/c2c(N3CCNC(=O)C3CC(=O)OCC)nc3c(C)cccn3c2=O)SC1=S (stereo not given)
-8%	0%	37%[activator]	-9%	-22%	3%	-1%	10%	4%	Cc1ccc(CCNC(=O)c2cc3c(-c4ccccc4F)nn(C)c3s2)cc1
-25%	-8%	18%	2%	2%	0%	5%	-1%	3%	COc1ccc(-c2ncc(CN3CCN(CCC(C)C)C(CCO)C3)cn2)cc1 (stereo not given)

JMJD2A Tudor inh	PGK inhibitor	HP1b binding inh	Pin1 inh	ALOX12 inh	RGS4 inhibitor	ERG-DNA inh	rTrxR1 inhibitor	GLS inhibitor	SMILES
-5%	-3%	48%[activator]	?	?	?	-6%	1.8µM*	-4%	CCOc1ccc(NC(=O)c2nc(S(=O)(=O)Cc3ccccc3F)ncc2Cl)cc1
-28%	-1%	21%[57 µM]	-7%	-10%	3%	-7%	9%[57.1 µM]	-12%	CCCNC(=O)c1ccc2nc(CCc3ccccc3)oc2c1
?	-6%	-3%	1%	2%[57.4 µM]	-12%	·	?	3%	CCOC(=O)/C(=N\Nc1ccccc1)c1csc(Nc2ccc(C)cc2)n1
-17%	10%	27%	0%	-15%	5%	3%	-7%[57.1 µM]	1%	O=C(Nc1nccs1)c1ccccc1[N+](=O)[O-]
-9%	4%	24%	2%	-18%	1%	11%	22%	4%	COc1ccc(S(=O)(=O)NCCc2c(C)nn(C)c2Oc2ccccc2)cc1

Sorted by value in GLS inhibitor (rising): some entries from above
| canonical_smiles | JMJD2A Tudor inh | PGK inhibitor | HP1b binding inh | Pin1 inh | ALOX12 inh | RGS4 inhibitor | ERG-DNA inh | rTrxR1 inhibitor | GLS inhibitor |
| --- | --- | --- | --- | --- | --- | --- | --- | --- | --- |
| CCCNC(=O)c1ccc2nc(CCc3ccccc3)oc2c1 | -28% | -1% | 21%[57 µM] | -7% | -10% | 3% | -7% | 9%[57.1 µM] | -12% |
| CCOc1ccc(NC(=O)c2nc(S(=O)(=O)Cc3ccccc3F)ncc2Cl)cc1 | -5% | -3% | 48%[activator] | ? | ? | ? | -6% | 1.8µM* | -4% |
| O=C(Nc1nccs1)c1ccccc1[N+](=O)[O-] | -17% | 10% | 27% | 0% | -15% | 5% | 3% | -7%[57.1 µM] | 1% |
| CCOC(=O)/C(=N\Nc1ccccc1)c1csc(Nc2ccc(C)cc2)n1 | ? | -6% | -3% | 1% | 2%[57.4 µM] | -12% | · | ? | 3% |
| COc1ccc(S(=O)(=O)NCCc2c(C)nn(C)c2Oc2ccccc2)cc1 | -9% | 4% | 24% | 2% | -18% | 1% | 11% | 22% | 4% |
